KOR beta-arrestin-1: kappa opioid receptor activators – cell-based, luminescence, uHTS, primary screen (AID 1777) | KOR beta-arrestin recruitment, luminescence; higher % means a stronger effect | activation, % at 10 µM, or EC50 in µM where a hit was titrated | 280,000 compounds, 0.02% hits; in the data active = activation above about 50%, passing the limit was not always enough; also: a part of the inactive calls stands beside numbers as strong as those of hits
West Nile virus CPE: West Nile virus antiviral activity, cell-based, CPE readout (AID 1621); West Nile virus-infected cells, CPE inhibition; higher % means a stronger effect; 290,000 compounds, 0.02% hits; one-dose CPE inhibition, % at 10 µM; IC50 in µM for titrated hits; in the data active = a potency from the dose series; inconclusive = CPE inhibition mostly from about 3.7% at the one dose, without a potency; inactive = the rest, 99 in 100 with CPE inhibition below about 2.2%; also: strong numbers were not always called active
KOR beta-arrestin-2: KOR antagonists, beta-arrestin recruitment, cell-based, luminescence, uHTS (AID 1778); 290,000 compounds, 0.091% hits; KOR beta-arrestin recruitment, luminescence, antagonist mode; higher % means a stronger effect; inhibition, % at 10 µM, or IC50 in µM where a hit was titrated; also: strong numbers were not always called active
HIV fusion peptide: inhibitors of HIV fusion peptide binding, primary screen, biochemical, uHTS, fluorescence dequenching (AID 1986); cell-free peptide binding, fluorescence dequenching, 30 min; higher % means a stronger effect; one-dose inhibition, % at 20 µM; IC50 in µM for titrated hits; 290,000 compounds, 0.3% hits; in the data active = inhibition mostly above about 52%, no sharp cut-off; inactive = mostly below about 76%; also: some results filed as inactive read as strong as hits
Yfh1-depleted yeast: enhancers of respiration in Yfh1-depleted yeast, dose response, Friedreich's ataxia, plus single-dose screen (AID 1465) | S. cerevisiae Yfh1-off respiration, WST-1 reduction, 72 h; higher fold induction means a stronger effect | fold induction at 50 µM, or EC50 in µM where a hit was titrated | 220,000 compounds, 0.074% hits;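 active = fold induction of absorbance versus untreated yeast above a set limit, then at least 30% activation at any dose in follow-up; inconclusive = repeats straddling the limit, or above it without dose testing; inactive = fold induction below the set limit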;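 also: activators that raise dye reduction in frataxin-depleted yeast; strong numbers were not always called active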
NS5 inhibitors: Dengue-2 NS5 methyltransferase inhibitors, primary screen, biochemical, confirmation dose response (AID 588689). Dengue-2 NS5 methyltransferase capping enzyme assay, biochemical; higher % means a stronger effect. inhibition, % at 25 µM; hits with a dose series show IC50 in µM. 340,000 compounds, 0.3% hits; in the data active = a potency from the dose series; inconclusive = inhibition above about 29% without an active follow-up result
NOD2 inhibition: NOD2 signaling inhibitors, cell-based, luminescence, uHTS, HEK293 (AID 1566); one-dose inhibition, % at 4 µM; EC50 in µM for titrated hits; HEK293 NOD2/NF-kB luciferase reporter, luminescence; higher % means a stronger effect; 290,000 compounds, 0.63% hits; also: many of its hits are not listed in these tables
NOD1 NF-kB reporter: inhibition of NOD1-driven NF-kB reporter – cell-based, luminescence, uHTS, primary screen (AID 1578). NOD1-driven NF-kB luciferase reporter cells, luminescence; higher % means a stronger effect. inhibition, % at 4 µM; hits with a dose series show EC50 in µM. 290,000 compounds, 1% hits; in the data active = inhibition mostly above about 36%, no sharp cut-off; inactive = mostly below about 34%;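 also: HEK-293T reporter cells stimulated with the NOD1 agonist gamma-tri-DAP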
AID2073: disruptors of CaV2.2 binding to Mint1 – biochemical, HTRF (AID 2073). HTRF protein-protein interaction, Mint1-CaV2.2; higher % means a stronger effect. 290,000 compounds, 0.19% hits. inhibition, % at 20 µM; hits with a dose series show IC50 in µM; in the data active = inhibition mostly above about 51%, no sharp cut-off; inconclusive = no clear call, values can overlap the other calls; inactive = mostly below about 53%; also: some results filed as inactive read as strong as hits
NS5 inhibitors pilot replicate: recorded beside NS5 inhibitors, whose call it bears; inhibition, %; measured here: pilot screen replicate inhibition
* marks the source's active call; other numbers are inactive results; i = inactive; ? = inconclusive; / = no result given; [ ] = remark or other dose. Rule as the data show it, unless noted: active = inhibition above about 50%; inactive = the rest. A portion of the library; the hit share may differ from the screen's.

SMILES	KOR beta-arrestin-1	West Nile virus CPE	KOR beta-arrestin-2	HIV fusion peptide	Yfh1-depleted yeast	NS5 inhibitors	NOD2 inhibition	NOD1 NF-kB reporter	AID2073	others
Cc1cc(SCC(=O)N/N=C/c2ccc(O)c(O)c2)nc2ccccc12	2.7%	-1.5%	-65%[20 µM]	10%	/	3%	13%	-35%	-1%
CCn1cnc2cc(NCc3ccc(Cl)cc3)ccc21	0.2%	-0.7%	1%	-0.5%	/	-1%	-41%	-7%	-5%
COc1ccc(-n2c(Cc3cccn3C)nnc2SCC(=O)Nc2ccc(C)cc2C)cc1	-0.4%	0.3%	-2%	4.0%	i	5%	15%	18%	37%
COc1ccc(-c2sc(Nc3ccccc3)n[n+]2C)c(C)c1C	4.4%	-0.7%	-49%[20 µM]	-1.1%	/	6%	1%	-4%	-4%
O=C(CCN1C(=O)/C(=C\c2cccs2)SC1=S)Nc1ccccn1	-1.1%	-1.1%	-21%	26%	i	-4%	4%	-42%	4%
CCc1c(C)nc(SCC(=O)N2C(C)CCCC2C)[nH]c1=O (configuration not stated)	1.6%	0.6%	-26%	-1.2%	i	/	6%	-44%	3%
CCOC(=O)/C=c1\s/c(=C\c2ccccc2C)c(=O)n1CC(=O)NCc1ccc2c(c1)OCO2	0.1%	-0.5%	14%	4.8%	i	-8%	-47%	-35%	29%
O=C(C1CCCCN1S(=O)(=O)c1ccccc1[N+](=O)[O-])N1CCCCC1 (configuration not stated)	-5.6%	-0.8%	-2%[20 µM]	-1.3%	i	0%	14%	-15%	-2%
O=C(O)/C=C/C(=O)N(CC1CCCO1)C1CC(=O)N(c2c(Cl)cccc2Cl)C1=O (configuration not stated)	1.8%	0.3%	-13%	7.8%	i	-7%	-2%	-7%	7%
O=C(COc1ccc([N+](=O)[O-])cc1)Nc1ccc(N2CCN(C(=O)c3ccco3)CC2)cc1	6.4%	-0.1%	-24%	-0.8%	/	5%	16%	-1%	7%
Cc1c(N2C(=O)CSC2c2ccc(F)cc2)c(=O)n(-c2ccccc2)n1C (configuration not stated)	0.8%	0.2%	4%	0.1%	i	-9%	16%	4%	2%
C=CCn1c(SCC(=O)c2ccccc2)nnc1-c1cc2ccccc2o1	13%	-0.5%	1%	1.6%	i	-9%	6%	-5%	1%
O=C(O)c1cc(Cl)c(Cl)cc1C(=O)N1CCCC1	-3.7%	1.4%	-7%	1.7%	i	-2%	4%	/	-7%
Cc1cccc(NC(=O)C2CCCN(S(=O)(=O)c3c(C)nn(C)c3C)C2)n1 (configuration not stated)	-1.6%	-0.9%	-2%	1.6%	i	5%	20%	11%	-4%
COc1ccc(CCNC(=O)c2cc(S(=O)(=O)N(C)C)ccc2N2CCCC2)cc1OC	8.4%	0.3%	-9%	0.9%	/	-5%	4%	-10%	11%

Overlap with the part before: two compounds, then new ones.
SMILES	KOR beta-arrestin-1	West Nile virus CPE	KOR beta-arrestin-2	HIV fusion peptide	Yfh1-depleted yeast	NS5 inhibitors	NOD2 inhibition	NOD1 NF-kB reporter	AID2073	others
Cc1cccc(NC(=O)C2CCCN(S(=O)(=O)c3c(C)nn(C)c3C)C2)n1 (configuration not stated)	-1.6%	-0.9%	-2%	1.6%	i	5%	20%	11%	-4%
COc1ccc(CCNC(=O)c2cc(S(=O)(=O)N(C)C)ccc2N2CCCC2)cc1OC	8.4%	0.3%	-9%	0.9%	/	-5%	4%	-10%	11%
CC[C@@]12C(=O)N(c3cccc(F)c3)C(=O)N1[C@H](c1cccc(C)c1)[C@@H]1C(=O)N(Cc3ccccc3)C(=O)[C@@H]12	4.1%	-0.9%	-4%[20 µM]	-0.4%	/	-10%	3%	1%	1%
CNCc1ccccc1Sc1cc(O)ccc1O	0.5%	0.1%	44%	23%	i	-3%	-4%	-6%	42%
O=C(CNC(=O)Cc1cccc2ccccc12)NCc1ccccc1F	-3.2%	-0.4%	-10%	-1.2%	/	-2%	13%	-7%	2%
c1ccc(Nc2nc(CSc3ncn[nH]3)cs2)cc1	-1.2%	0.2%	0%	-0.2%	i	2%	-16%	5%	7%
Cc1cc2c([nH]c3ccccc32)c2c1OC(C)(C)C=C2	1.0%	-0.8%	14%	-0.2%	i	-2%	-97%	4%	17%
COc1cc(CN2CCCCCC2)cc(OC)c1	-2.4%	-0.2%	0%	-0.2%	/	1%	-4%	-3%	-3%	NS5 inhibitors pilot replicate=1.2
Cc1ccc(/C=N/NC(=O)c2ccc3ccccc3c2)s1	-0.4%	0.6%	-43%	-0.8%	/	-10%	-34%	-11%	11%
COC(=O)/C=c1\[nH]c2nnc(C)n2c1=O	7.9%	0.0%	8%	0.4%	i	8%	20%	-1%	27%
C=CCOC(=O)C1=C(C)NC(C)=C(C(=O)OCC=C)C1c1cccs1	-1.9%	0.9%	2%	-0.6%	i	-1%	37%	56%	25%
Cc1noc(C)c1COc1ccc(C(=O)NCCc2ccccn2)cc1	-5.8%	-0.1%	14%	2.0%	i	15%	14%	-37%	1%
COC(=O)c1c(NC(=O)Cc2ccccc2)sc2c1C(C(=O)OC)CC2 (configuration not stated)	-6.3%	-1.0%	-37%	-0.7%	i	-1%	24%	-19%	-10%
COc1ccc(-c2cc3nnc(-c4ccccc4)nc3s2)cc1	-1.8%	/	28%	0.6%	/	-58%	-23%	-13%	-11%
Cc1ccc2nc(Cl)c(CN(C(=O)c3cnccn3)C3CCCCC3)cc2c1	8.4%	-0.6%	-32%	-0.3%	i	-3%	5%	4%	1%
CCOC(=O)N1CCN(CC(=O)c2ccc(O)cc2O)CC1	-1.6%	1.6%	-17%	5.6%	/	21%	-5%	-34%	-8%
c1ccc(-c2cccc(-c3ccccc3)n2)cc1	-6.3%	0.2%	18%	0.4%	/	-3%	-10%	-4%	0%

By substructure, those above containing a COOH group
SMILES	KOR beta-arrestin-1	West Nile virus CPE	KOR beta-arrestin-2	HIV fusion peptide	Yfh1-depleted yeast	NS5 inhibitors	NOD2 inhibition	NOD1 NF-kB reporter	AID2073	others
O=C(O)/C=C/C(=O)N(CC1CCCO1)C1CC(=O)N(c2c(Cl)cccc2Cl)C1=O (configuration not stated)	1.8%	0.3%	-13%	7.8%	i	-7%	-2%	-7%	7%
O=C(O)c1cc(Cl)c(Cl)cc1C(=O)N1CCCC1	-3.7%	1.4%	-7%	1.7%	i	-2%	4%	/	-7%

Returning to the listing, starting two compounds before the break.
SMILES	KOR beta-arrestin-1	West Nile virus CPE	KOR beta-arrestin-2	HIV fusion peptide	Yfh1-depleted yeast	NS5 inhibitors	NOD2 inhibition	NOD1 NF-kB reporter	AID2073	others
CCOC(=O)N1CCN(CC(=O)c2ccc(O)cc2O)CC1	-1.6%	1.6%	-17%	5.6%	/	21%	-5%	-34%	-8%
c1ccc(-c2cccc(-c3ccccc3)n2)cc1	-6.3%	0.2%	18%	0.4%	/	-3%	-10%	-4%	0%
Cc1cc([N+](=O)[O-])nn1Cc1ccc(C(=O)N/N=C/c2ccc(N(C)C)cc2)cc1	1.4%	-0.3%	6%	0.0%	i	7%	-10%	-13%	-5%
O=C(NCCN1CCNC1=O)C1CCC(=O)N(CCc2ccc(Cl)cc2)C1 (configuration not stated)	-1.3%	0.5%	17%	0.1%	/	-5%	-2%	-12%	2%
COc1ccc(CCNC(=O)C2CCN(S(=O)(=O)c3cccc4nonc34)CC2)cc1OC	4.0%	-0.4%	9%	0.9%	i	0%	4%	-17%	2%
COc1ccc(-c2cc(C(F)(F)F)n3nc(C(=O)N4CCOCC4)c(Cl)c3n2)cc1	-11%	-0.6%	-23%	-4.1%	i	-8%	8%	4%	12%
O=C(O)c1ccc(Nc2c3ccccc3nc3ccccc23)cc1	-1.5%	-1.8%	2%	-0.8%	/	-4%	10%	-6%	6%
Cc1ccccc1C(=O)Nc1cccc(NC(=O)Cn2cnc3c(=O)n(C)c(=O)n(C)c32)c1	/	0.9%	/	3.0%	i	8%	8%	-30%	?
CN1CCN(c2nc(C(N)=O)cc(-c3ccccc3)n2)CC1	-4.1%	0.0%	0%	-0.3%	i	-12%	2%	-32%	8%
COc1ccc(C(=O)NC(=S)Nc2cccnc2)cc1[N+](=O)[O-]	-7.9%	3.4%	19%	3.8%	i	6%	8%	-25%	-2%
CN=C(Nc1ccccc1)SC1CC(=O)N(c2ccc(C(=O)OC)cc2)C1=O (configuration not stated)	2.6%	-0.2%	-26%	-1.3%	i	-8%	17%	-5%	-8%
O=C(Cc1cccc2ccccc12)NCC(=O)Nc1ccccc1F	8.8%	-0.5%	-8%	5.3%	/	-3%	-10%	-19%	3%
CCn1c(SCC(N)=O)nnc1-c1ccc2c(c1)OCO2	-6.6%	0.5%	2%	0.6%	i	-2%	8%	-26%	27%
Cc1nn(CC(C)C(=O)N2CCN(S(=O)(=O)c3ccc(Cl)cc3)CC2)c(C)c1C (configuration not stated)	7.6%	-0.6%	-48%	-1.0%	/	-9%	1%	-22%	6%
O=C(NCCN1CCCCC1)Nc1ccccc1	-6.5%	1.1%	-5%	-1.6%	i	2%	0%	15%	1%
CN1CCCN(C(=O)CNC(=O)Cc2ccccc2)CC1	1.3%	-0.1%	-49%	-0.4%	i	0%	12%	-16%	-7%
Cc1ccc(NC(=O)CNC(=O)c2ccc3c(c2)OCO3)nc1	-5.0%	0.1%	16%	-1.8%	/	5%	0%	-21%	13%

By substructure, those above with two or more sulfur atoms
SMILES	KOR beta-arrestin-1	West Nile virus CPE	KOR beta-arrestin-2	HIV fusion peptide	Yfh1-depleted yeast	NS5 inhibitors	NOD2 inhibition	NOD1 NF-kB reporter	AID2073	others
O=C(CCN1C(=O)/C(=C\c2cccs2)SC1=S)Nc1ccccn1	-1.1%	-1.1%	-21%	26%	i	-4%	4%	-42%	4%
c1ccc(Nc2nc(CSc3ncn[nH]3)cs2)cc1	-1.2%	0.2%	0%	-0.2%	i	2%	-16%	5%	7%

Continuation:
SMILES	KOR beta-arrestin-1	West Nile virus CPE	KOR beta-arrestin-2	HIV fusion peptide	Yfh1-depleted yeast	NS5 inhibitors	NOD2 inhibition	NOD1 NF-kB reporter	AID2073	others
O=c1[nH]ncc2c3ccccc3n(Cc3ccccc3F)c12	-1.0%	-0.1%	-12%	-2.6%	i	-9%	32%	31%	7%
O=C(CCCn1ncn2c(cc3occc32)c1=O)NCc1ccccc1F	-5.7%	-1.2%	-2%	-1.3%	/	-9%	11%	-15%	6%
Oc1ccc(/C=N/n2c(-c3ccco3)csc2=Nc2cccnc2)c(O)c1	9.0%	?	11%	8.7%	i	-8%	24%	33%	-16%
C=CCn1c(=N)c(C#N)cc2c(=O)n3ccccc3nc21	9.8%	0.0%	13%	3.1%	i	-3%	9%	-14%	26%
CCOC(=O)c1ccc(CN(Cc2ccc(C)cc2)S(=O)(=O)c2cccc([N+](=O)[O-])c2)cc1	-0.4%	-0.6%	36%	-1.6%	i	-5%	1%	-52%	-1%
Cc1ccc(C(=O)c2nccn2C)cc1C	4.6%	0.2%	-86%	-1.2%	/	0%	2%	-12%	3%

Source: PubChem BioAssay
